# STK33 inh: inhibitors of human STK33 kinase | Q9BYT3 | inhibition, % at 10 µM | purified STK33, MBP phosphorylation, ADP-Glo luminescence | 320,000 tested, 0.073% active;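 active = inhibition at or above 25%, using the most active replicate where run in duplicate; inactive = inhibition below 25%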
# Target sequence (Q9BYT3 whole entry, looked up): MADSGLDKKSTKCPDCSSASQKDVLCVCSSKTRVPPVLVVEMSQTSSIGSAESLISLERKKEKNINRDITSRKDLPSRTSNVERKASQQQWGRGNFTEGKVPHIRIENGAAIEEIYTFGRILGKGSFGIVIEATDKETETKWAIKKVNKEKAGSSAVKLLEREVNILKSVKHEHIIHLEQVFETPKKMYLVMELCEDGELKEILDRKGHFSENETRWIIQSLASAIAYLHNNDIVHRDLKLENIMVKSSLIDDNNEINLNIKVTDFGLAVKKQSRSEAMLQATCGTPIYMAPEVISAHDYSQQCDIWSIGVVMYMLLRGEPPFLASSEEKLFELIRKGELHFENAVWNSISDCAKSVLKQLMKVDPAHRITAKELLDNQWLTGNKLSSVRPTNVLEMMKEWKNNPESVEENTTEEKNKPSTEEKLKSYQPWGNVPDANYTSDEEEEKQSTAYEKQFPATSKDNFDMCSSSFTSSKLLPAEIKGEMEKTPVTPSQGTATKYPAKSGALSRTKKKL
# Kir21 block: blocks the mouse Kir2.1 inward-rectifier potassium channel. P35561. 310,000 tested, 0.85% active. HEK293-Kir2.1, FluxOR thallium flux fluorescence; stronger effect = lower value. B-score at 10 µM;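 active = fluorescence ratio B-score at or below minus 3 SD of library scores, with starting-brightness B-score within 2 SD, cut at about -4.2 in these data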;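 also: channel flux triggered by added potassium and thallium sulfate stimulus; B-score of peak minus minimum fluorescence over baseline after thallium stimulus; more negative B-score means stronger Kir2.1 block with less thallium influx; some compounds called inactive have numbers as strong as hits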
# Target sequence (P35561 whole entry, looked up): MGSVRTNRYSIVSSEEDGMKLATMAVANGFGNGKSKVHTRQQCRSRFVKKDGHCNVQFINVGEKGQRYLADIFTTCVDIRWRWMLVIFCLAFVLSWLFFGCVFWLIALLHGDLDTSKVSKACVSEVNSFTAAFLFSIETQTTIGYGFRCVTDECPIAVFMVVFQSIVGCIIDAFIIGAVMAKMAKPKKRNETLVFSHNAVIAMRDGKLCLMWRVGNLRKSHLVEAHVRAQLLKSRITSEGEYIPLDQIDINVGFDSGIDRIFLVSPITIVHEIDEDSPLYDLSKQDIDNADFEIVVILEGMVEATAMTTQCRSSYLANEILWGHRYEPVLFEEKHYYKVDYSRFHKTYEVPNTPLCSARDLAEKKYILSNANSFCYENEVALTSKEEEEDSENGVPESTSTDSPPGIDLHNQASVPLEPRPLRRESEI
# * hit, by the source's call; . = not tested or not shown.
# Sequence of screens – STK33 inh | Kir21 block
CCOC(=O)/C=C/C(=O)Nc1ccc(S(=O)(=O)N2CCc3ccccc32)cc1
→ -0.3 | -0.21
CCc1ccc(NC(=O)Cn2c(=O)n(CCCC(=O)NCc3ccco3)c(=O)c3ccccc32)cc1
→ -0.2 | 0.05
COc1ccc(NC(=O)CSc2ncc(-c3ccc(F)cc3)n2Cc2ccco2)cc1
→ 0.3 | -2.04
CCc1ccccc1NC(=O)c1cc(S(=O)(=O)N2CCc3ccccc32)cn1C
→ -1.3 | 2.05
COCCn1cnnc1SCC(=O)Nc1cc(OC)c([N+](=O)[O-])cc1C
→ 1.7 | 1.74
COc1cc2c(cc1OC)C(C(=O)N1CCN(c3ccccc3)CC1)C(c1cccs1)N(C)C2=O (stereo not given)
→ -0.3 | -0.41
Cc1csc(NC(=O)c2cc3c(s2)CCCC3)n1
→ 2.8 | 0.6
CCOC(=O)c1cc(NC(=O)c2ccc(C)cc2)c(=O)oc1-c1ccccc1
→ -1.6 | 0.05
COc1ccc(-n2ncc3c(NCC(C)C)ncnc32)cc1
→ 0.5 | -0.34
Cc1ccc(C)c(C2NC(=O)c3ccccc3N2)c1 (stereo not given)
→ -1.7 | -2.1
COCCNC(=S)Nc1ccc(N2CCOCC2)c(S(=O)(=O)Nc2ccccc2OC)c1
→ -0.7 | .
c1ccc(-c2nc(-c3cccnc3)n[nH]2)cc1
→ 2.3 | 0.01
O=S(=O)(Nc1nc2ccccc2nc1N1CCc2ccccc2C1)c1ccc(Br)cc1
→ 1.3 | .
Cc1ccc2c(CC(=O)N(CC3CCCO3)c3c(N)n(Cc4ccccc4)c(=O)[nH]c3=O)coc2c1 (stereo not given)
→ -0.4 | -0.37
CSC1=NCCN1C(=O)c1cccs1
→ -1.1 | -1.92
COc1ccc(Cl)cc1NC(=O)CN(C)CC(=O)Nc1ccc(S(N)(=O)=O)cc1
→ -2.4 | 0.01
C=CCNC(=O)COc1ccc(Br)cc1Cl
→ -1.6 | 1.14
O=C(COC(=O)c1ccc[nH]c1=O)Nc1ccc(N2CCCCC2)cc1
→ -1.4 | .
Cc1c2cnn(CC(=O)NCCCN3CC(C)CC(C)C3)c(=O)c2c(C)n1Cc1ccccc1Cl (stereo not given)
→ -1.5 | 0.15
COc1cc(NC(=O)c2ccc(Br)o2)c(C(=O)O)cc1OC
→ 4.8 | -0.25
CCn1cc(/C=C(/C#N)S(=O)(=O)c2ccccc2)cn1
→ 0.0 | -0.92
O=C(CS(=O)(=O)c1cn(Cc2cccc(F)c2)c2ccccc12)N1CCOCC1
→ -1.3 | .
O=C1C(Br)=Cc2cccc3cccc1c23
→ -0.2 | 0.7
CNC(=S)N1CCN(c2ccccc2OC)CC1
→ 0.7 | 0.73
OC(CN1C2=NCCCN2c2ccccc21)c1ccc2c(c1)OCO2 (stereo not given)
→ 0.3 | -0.12
COc1cc(OC)cc(C(=O)N[C@H](C(=O)OCC(=O)NC(=O)c2cccn2C)C(C)C)c1
→ . | 0.15
COc1ccc(-c2c(-c3cc(OC)cc(OC)c3)n(C)c3ccc(Br)cc23)cc1
→ -0.2 | .
Cc1nc([N+](=O)[O-])cn1CC(O)c1ccccc1 (stereo not given)
→ -0.3 | 0.94
N#CCSc1nc2c(c(=O)n1Cc1ccco1)C1(CCCC1)Cc1ccccc1-2
→ -2.1 | -1.65
CC(N=c1ccccn1C(=O)Nc1cccc(C(F)(F)F)c1)c1ccco1 (stereo not given)
→ 0.8 | 0.49
C[C@@H]1CN([C@@H](C)CO)C(=O)c2cc(NC(=O)CCC(F)(F)F)ccc2O[C@H]1CN(C)Cc1ccc(Cl)c(Cl)c1
→ -0.3 | .
Cc1ccc(C)c(OCCC(=O)OCC(=O)NC2CC2)c1
→ -2.4 | 1.14
CCCCNC(=O)CSc1nc2cc3c(cc2c(=O)n1Cc1ccco1)OCO3
→ -0.8 | -1.37
CC1(C(=O)NC2CCCC2)CCC(=O)N1CCC1=CCCCC1 (stereo not given)
→ -0.5 | -3.4
Fc1cccc(F)c1/C=N/N1CCOCC1
→ -0.1 | -0.08
CCOC(=O)/C=C/C(=O)OCc1csc(CC(=O)Nc2ccccc2C)n1
→ -1.5 | 2.38
CCOc1cc(NC(=O)c2ccccn2)c(OCC)cc1NC(=O)c1ccc(OC)cc1
→ -2.3 | -1.45
CCCCCCNC(=O)CCNC(=O)c1cc(OC)c(OC)c(OC)c1
→ 0.0 | -0.01
O=C(CSc1nnc(-c2ccc(Cl)s2)o1)N1CCCc2ccccc21
→ . | -2.29
COc1ccc(CN2CC[C@H]3C=CC[C@@H](C(=O)Nc4ccc(Cl)c(C(F)(F)F)c4)[C@H]3C2=O)cc1OC
→ -1.8 | 0.03
CC1CC2=C(CC1/C=N/NC(N)=S)C(C)(C)CCC2 (stereo not given)
→ -0.9 | 0.97
O=C(c1ccc(Cl)s1)N1CCN(c2ccccc2)CC1
→ -0.9 | -1.09
COc1cc(OC)cc(C(=O)NN2CCCCC2)c1
→ -5.1 | -2.25
COc1ccc(C(=O)Nc2cccc(NC(=O)c3ccc(OC)c(OC)c3)n2)cc1OC
→ 1.4 | 1.31
COc1ccc(NC(=O)c2ccc(-c3ccc([N+](=O)[O-])cc3)o2)cc1
→ -0.9 | -0.42

# The list goes on:
smiles	STK33 inh	Kir21 block
COCCN(C(=O)COC(=O)C1(c2ccccc2)CC1)c1c(N)n(CC(C)C)c(=O)[nH]c1=O	-1.3	1.53
O=C(Nc1nc2c(ccc3ccccc32)s1)c1ccco1	-0.6	0.76
Nc1c(C=C2C=CC(=O)C=C2)c(=O)nc2snc(SCc3ccccc3)n12	0.1	-1.05
OCCNc1ncnc2c1nnn2Cc1ccccc1	.	0.28
COCCn1c(C)cc(C(=O)COC(=O)c2[nH]c(C)c(C(C)=O)c2C)c1C	-1.4	.
CCOC(=O)C1(CCOC)CCN(Cc2ccc(C(=O)OC)cc2)CC1	-0.2	1.34
CC(=O)N(c1ccc2oc(=O)sc2c1)S(=O)(=O)c1cccs1	-0.5	0.78
Cc1ccc(CSCC(=O)NCc2ccco2)cc1	-0.7	-0.8
Cc1cc(NC(=O)c2cccs2)ncc1NC(=O)C(C)C	4.5	1.1
O=C(/C=C\c1ccco1)NC(=S)Nc1ccccc1O	2.4	-1.21
COc1ccc(CSc2nc(C)cc(C)c2S(C)(=O)=O)cc1	-1.0	-3.6
CCOc1ccc(N(CC(=O)NCc2ccc(OC)cc2)S(C)(=O)=O)cc1	-0.1	0.05
COc1cc2c(C(=O)NCc3ccc(C)o3)cn(CC(C)C)c(=O)c2cc1OC	-0.7	-2.21
N#CC1(c2nc3ccccc3[nH]2)CC1c1ccc2c(c1)OCO2 (stereo not given)	0.3	-0.23
O=C(NC1CC1)C1=C[C@@H](C2CC2)C[C@@H](OCc2ccc(CO)cc2)O1	-0.7	-1.05
Cc1cccc(C(=O)NC2CCN(S(=O)(=O)c3ccccc3)CC2)c1	-1.7	0.79
Cc1ccc(C)c(-c2csc(N/N=C/c3ccco3)n2)c1	-3.4	-1.68
COc1ccc2c(c1)CCc1c(C(=O)NC3CCCCC3)noc1-2	-2.6	2.48
CCCCN(CC)CCCNC(=O)Cn1nc(Cc2ccncc2)c2ccccc2c1=O	.	-0.12
Cc1ccc(N(Cc2cc3ccc(C)cc3[nH]c2=O)C(=O)c2cccs2)cc1	-1.5	1.35
Fc1ccccc1-c1n[nH]c(=S)n1C1CC1	-1.3	0.01
COC(=O)CCc1nc2cc(Cl)ccc2n(Cc2ccccc2)c1=O	2.2	-0.07
Cc1cc(C)c2nc(N3CCCC(C(=O)NCCCN4CCOCC4)C3)sc2c1 (stereo not given)	-1.0	0.49
Cc1cccc(C(=O)NCC(=O)OCC(=O)N(C)CC(=O)Nc2ccccc2Cl)c1	-0.2	.
CCC(C)NC(=O)c1cccc(C)c1 (stereo not given)	-1.1	0.88
COc1ccccc1C(=O)C1CCCN(C(=O)c2cccnc2SC)C1 (stereo not given)	-0.1	1.09
Cc1cccc(C)c1OCC(=O)N/N=C/c1cccn1C	-0.9	-0.59
Cc1ccc(S(=O)(=O)NNC(=O)Nc2ccc(Cl)c(Cl)c2)cc1	0.0	0.17
COc1ccc(S(=O)(=O)N2CCC(C(=O)NCCN3CCOCC3)CC2)cc1	-0.5	-0.81
Cc1ccc(Nc2nc(-c3ccccc3)cs2)nc1	6.3	0.9
O=C(NCc1ccc2c(c1)OCO2)C(=O)Nc1ccccc1	1.3	-1.29
COc1ccc(OC)c(S(=O)(=O)N2c3cc(F)ccc3CCC2C)c1 (stereo not given)	-1.5	-2.3
COc1cc2c(cc1OC)C(C)N(C(=O)c1cc3c(=O)oc4ccc(C)cc4c3s1)CC2 (stereo not given)	0.3	0.44
O=C(CSc1ncn[nH]1)Nc1ccc(Cl)c(S(=O)(=O)N2CCOCC2)c1	-1.5	2.45
Cc1csc(SCC(=O)Nc2ccc3c(c2)OCCO3)n1	-0.9	0.15
CCC(c1nnc(SCC(=O)Nc2ccc(C(=O)N(C)C)cc2)n1Cc1ccccc1)N(C)C (stereo not given)	-0.3	2.27
O=C1N[C@@H](Cc2ccccc2)COC(=O)[C@H](Cc2ccc(F)cc2)CC/C=C/C[C@@H]1CC(=O)N(CCO)Cc1ccccc1	-0.2	.
O=C1C=C(c2ccc3c(c2)OCO3)C[C@@H](c2ccc(Cl)cc2)C1	-0.2	.
COC(=O)c1c(C)oc(C)c1S(=O)(=O)Nc1ccccc1	-0.4	-3.02
O=C(CCN1C(=O)C2C3C=CC(C3)C2C1=O)N1CC(=O)N(CCc2ccccc2)C(=O)C1 (stereo not given)	-1.6	.
Cc1ccc(CNC(=O)CC(C)S(=O)(=O)c2ccc3c(c2)NC(=O)CS3)o1 (stereo not given)	4.5	-1.33
CN(C)c1cccc(C(=O)NNC(=O)C23CC4CC(CC(C4)C2)C3)c1	-3.0	.
Nc1nc(-c2nonc2N)no1	1.1	-0.93
CC(C)(O)C#Cc1ccc(C(=O)N2CCN(c3ccc(Cl)cc3)CC2)cc1	-0.7	0.02
O=C(NCC(c1ccco1)N1CCCCC1)c1cnc(Cl)c(Cl)c1 (stereo not given)	-0.6	.
COC(=O)c1c([N+](=O)[O-])c(OC)c(OC)c(OC)c1[N+](=O)[O-]	-0.3	-0.46
CC(=O)c1ccc(N2CCN(S(=O)(=O)c3ccc(-c4cc(C)no4)s3)CC2)cc1	1.4	0.15
C=CCn1c(=NC(=O)CN2C(=O)CCC2=O)sc2cccc(OC)c21	-0.3	-0.05
CN1CCN(C(=O)c2cc(S(=O)(=O)Nc3ccccc3F)c(Cl)cc2Cl)CC1	-0.9	1.55
Cn1c(=O)c2c(nc(SCCN3CCOCC3)n2Cc2cccc3ccccc23)n(C)c1=O	-0.6	0.43
COc1ccc(C(=O)NC2CC3CCCC(C2)N3Cc2ccccc2)c(OC)c1 (stereo not given)	-1.7	0.12
COc1ccc(NS(=O)(=O)c2cccc(C(=O)N3CCN(Cc4ccc5c(c4)OCO5)CC3)c2)cc1	0.1	0.27
O=C(CCCn1c(=S)[nH]c2cc3c(cc2c1=O)OCO3)N1CCc2ccccc2C1	-0.9	0.06
COc1ccc(OCC(=O)Nc2ccccc2N2CCCCC2)cc1	-1.7	-1.1
Cc1ccsc1C(=O)OCC(=O)NCCC1=CCCCC1	-0.9	1.46
CCC1CCCCN1C(=O)CSc1nnc(CNC(=O)COc2ccc(Cl)cc2)o1 (stereo not given)	-1.4	-1.64
CCOC(=O)Cc1cc(=O)n2[nH]c(C)c(-c3ccc(Cl)cc3)c2n1	0.2	-0.34
Cc1ccc2nc(CSc3nnc(-c4ccncc4)n3C)cc(=O)n2c1	-0.7	-0.74
COc1ccc(NC(=O)CCSc2ccc(C)cc2)cc1	-1.0	-0.89
CC1=C(C(=O)Nc2ccccc2C)C2(CCCC2)C(C(N)=O)C(=O)N1 (stereo not given)	0.2	-0.42

# Reprinted at random: 6 records from the list, in no set order.
smiles	STK33 inh	Kir21 block
CCOC(=O)Cc1cc(=O)n2[nH]c(C)c(-c3ccc(Cl)cc3)c2n1	0.2	-0.34
COc1ccc(NC(=O)CCSc2ccc(C)cc2)cc1	-1.0	-0.89
CCC1CCCCN1C(=O)CSc1nnc(CNC(=O)COc2ccc(Cl)cc2)o1 (stereo not given)	-1.4	-1.64
CN1CCN(C(=O)c2cc(S(=O)(=O)Nc3ccccc3F)c(Cl)cc2Cl)CC1	-0.9	1.55
CC(=O)c1ccc(N2CCN(S(=O)(=O)c3ccc(-c4cc(C)no4)s3)CC2)cc1	1.4	0.15
Cc1ccsc1C(=O)OCC(=O)NCCC1=CCCCC1	-0.9	1.46

# (list continues)
smiles	STK33 inh	Kir21 block
Brc1c(CSc2nc3ccccc3s2)nc2ncccn12	-0.3	-0.3
Cc1cc(-n2c(C)cc(C(=O)CSc3ncnc4ccccc34)c2C)no1	0.2	0.84
CCOc1ccc(CC(=NCCO)C2=C(O)CC(C)(C)CC2=O)cc1OCC	-1.8	0.12
COc1cc(NC(=O)N[C@H](C(=O)O)C(C)C)cc(OC)c1	2.3	-0.35
O=[N+]([O-])c1ccc(Nc2ccc3ccccc3c2)nc1	-2.0	-0.36
CN1C(=O)/C(=C/c2ccc(O)c([N+](=O)[O-])c2)N(C)C1=S	.	-0.23
N#Cc1ccc(NC(=O)c2sc3cc(C(F)(F)F)cnc3c2-c2cccs2)cc1	-2.6	1.05
COc1ccccc1C(=O)NC1CC(C)(C)NC(C)(C)C1	-1.3	0.2
CS(=O)(=O)c1ccc(NCCc2ccc(S(N)(=O)=O)cc2)c([N+](=O)[O-])c1	0.0	0.49
CCOC(=O)c1ccc(N2C(=O)[C@@H](c3ccccc3)[C@H]2c2ccccc2)cc1	-1.9	.
CCOC(=O)C1(O)CC(C)=NN1C(=O)c1cccc(Cl)c1 (stereo not given)	-0.1	-0.97

# 3 entries out of the list above, sorted by the number in Kir21 block, falling.
smiles	STK33 inh	Kir21 block
COc1ccc(Cl)cc1NC(=O)CN(C)CC(=O)Nc1ccc(S(N)(=O)=O)cc1	-2.4	0.01
CC1=C(C(=O)Nc2ccccc2C)C2(CCCC2)C(C(N)=O)C(=O)N1 (stereo not given)	0.2	-0.42
Nc1nc(-c2nonc2N)no1	1.1	-0.93

# From PubChem
